# Screening data (PubChem BioAssay)
# D1 potentiator: Potentiators of Human D1 Dopamine Receptor: qHTS. actives 0.036% (n = 360,000). potentiation, % at 10 µM. HEK293 TREx D1 cells, calcium flux, dopamine EC20 potentiation. D(1A) dopamine receptor (Homo sapiens), P21728; in the data active means potentiation above about 30%; further: 0% is about no effect
# Target sequence (P21728 whole entry, looked up): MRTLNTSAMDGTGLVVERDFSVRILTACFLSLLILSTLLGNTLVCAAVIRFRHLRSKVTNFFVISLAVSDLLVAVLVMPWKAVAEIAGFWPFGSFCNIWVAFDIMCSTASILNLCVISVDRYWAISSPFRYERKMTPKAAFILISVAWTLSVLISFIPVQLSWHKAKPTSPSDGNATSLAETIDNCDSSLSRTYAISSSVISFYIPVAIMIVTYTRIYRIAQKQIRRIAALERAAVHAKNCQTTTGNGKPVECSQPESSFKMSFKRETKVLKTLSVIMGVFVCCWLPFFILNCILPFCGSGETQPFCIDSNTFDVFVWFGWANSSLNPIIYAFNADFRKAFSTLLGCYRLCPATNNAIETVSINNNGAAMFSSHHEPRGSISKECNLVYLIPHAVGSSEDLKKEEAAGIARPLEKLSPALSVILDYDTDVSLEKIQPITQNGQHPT
# RXFP1 antag: qHTS Assay for Antagonists of the Relaxin Receptor RXFP1; Relaxin receptor 1 (Homo sapiens), Q9HBX9; HEK293-RXFP1, relaxin-stimulated cAMP HTRF, 30 min; hits give low values; activity change, negative = inhibition, % at 57.5 µM; actives 0.59% (n = 350,000); AID 1259400, 2018;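 active means activity change of -60% or lower, but not beyond a set lower limit; inconclusive means change between -60% and -40%, or beyond the set limit; inactive means change above -40%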; further: on the % scale 0 is the no-effect control and ±100 the full control effect
# D1 antagonist: Antagonist of Human D 1 Dopamine Receptor: qHTS; actives 3.2% (n = 360,000); activity change, negative = inhibition, % at 10 µM; HEK293 TREx D1 cells, calcium flux, dopamine EC80; hits give low values; D(1A) dopamine receptor (Homo sapiens), P21728; in the data active means activity change below about -30%; further: on the % scale 0 is the no-effect control and ±100 the full control effect
#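 Cells carrying a force-coupled, tetracycline-inducible human D1 receptor report calcium flux. Each well gets a 10 s baseline, compound with 180 s monitoring, then an EC80 dopamine stimulus with a second 180 s kinetic read.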
# D1 ag: Allosteric Agonists of the Human D1 Dopamine Receptor: qHTS; HEK293 T-REx D1 cells, calcium flux, agonist mode; activation, % at 2 µM; AID 504660, 2011; actives 1% (n = 360,000); D(1A) dopamine receptor (Homo sapiens), P21728; in the data active means activation above about 30%; further: 0% is about no effect
#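 Tetracycline-induced HEK293 TREx D1 cells, force-coupled to calcium signalling, were dye-loaded with a no-wash calcium kit. Compound was pin-added after a 10 s baseline. Fluorescence was read kinetically at 1 cycle/s for 180 s, with calcium rises flagged as agonism.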
# D2 antag: HTS Assay for Allosteric Antagonists of the Human D2 Dopamine Receptor: Primary Screen for Antagonists; AID 485344, 2010; HEK293 TREx D2 cells, calcium flux, dopamine EC80; D(2) dopamine receptor (Homo sapiens), P14416; inhibition, % at 10 µM; actives 2% (n = 340,000); in the data active means inhibition above about 30%; further: 0% is about no effect
#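 Calcium flux kinetic readout in an inducible HEK293 TREx D2 line plated overnight at 30 C. After 180 s compound exposure, an EC80 dopamine challenge follows with another 180 s kinetic read to detect antagonism.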
# RXFP1 ag: qHTS Assay for Agonists of the Relaxin Receptor RXFP1. Relaxin receptor 1 (Homo sapiens), Q9HBX9. HEK293T-RXFP1 cAMP TR-FRET, 30 min; response scale: percent of porcine relaxin response, buffer zero. Potency, µM (titrated, usually from 57.5 µM), inactives show at the highest dose activation, usual class: activators. actives 0.3% (n = 370,000); active means well fitted activation curve with a large enough effect; inconclusive means small, poorly fitted or top-dose-only effect; further: potency means the concentration at half of the fitted maximal effect; on the % scale 0 is the no-effect control and ±100 the full control effect; nearly all actives have a fitted effect of over 60% in size; many of its hits are not listed in these tables
#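 Agonist response is measured as cAMP accumulation in an RXFP1-transfected HEK293T line under PDE4 inhibition. Values are scaled between buffer-only and 29 nM porcine relaxin, and EC50s come from standard Hill equation fits.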
# D2 PAM: HTS Assay for Positive Allosteric Modulators of the Human D2 Dopamine Receptor: Primary Screen for Potentiators; HEK293 T-REx D2, calcium flux, EC20 dopamine potentiation; actives 0.34% (n = 340,000); potentiation, % at 10 µM; D(2) dopamine receptor (Homo sapiens), P14416;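 active means potentiation over 3 SD above the plate norm, cut at about 30% in these data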; further: 0% is about no effect
#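 Cells plated with tetracycline inducer and held overnight at 30 C; calcium dye loaded 30–90 min at room temperature; baseline taken, compound added and read 180 s; EC20 dopamine then added and read 180 s.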
# TRHR PAM: qHTS for Small Molecule Agonists and Allosteric Enhancers of Human TRH Receptor: Primary Screen for Enhancers | enhancement, % at 2 µM | actives 0.66% (n = 360,000) | Thyrotropin-releasing hormone receptor (Homo sapiens), P34981 | TRHR cells, fluo-8 calcium fluorescence, EC20 TRH enhancement; in the data active means enhancement above about 30%; further: 0% is about no effect
# Target sequence (P34981 whole entry, looked up): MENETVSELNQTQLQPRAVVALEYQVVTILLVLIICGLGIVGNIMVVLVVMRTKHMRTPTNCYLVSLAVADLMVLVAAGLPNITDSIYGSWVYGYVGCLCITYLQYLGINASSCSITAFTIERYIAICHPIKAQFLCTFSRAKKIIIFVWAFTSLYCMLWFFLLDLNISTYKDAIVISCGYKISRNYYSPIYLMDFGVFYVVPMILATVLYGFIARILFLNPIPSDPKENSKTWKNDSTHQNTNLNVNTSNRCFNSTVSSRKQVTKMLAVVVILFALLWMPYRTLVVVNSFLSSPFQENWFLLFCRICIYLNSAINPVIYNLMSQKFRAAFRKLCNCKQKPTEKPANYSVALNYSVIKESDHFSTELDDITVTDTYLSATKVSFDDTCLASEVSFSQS
#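 Enhancer read-out: after compound pinning and an initial kinetic agonist-mode read, an EC20 of TRH (10 nM final) was injected and fluo-8 calcium signal (Ex 480/Em 530) followed at 1 s/cycle for 100 cycles in TRHR-expressing cells.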
# D2 ag: HTS Assay for Allosteric Agonists of the Human D2 Dopamine Receptor: Primary Screen for Agonists; actives 0.53% (n = 340,000); activation, % at 2 µM; HEK293 T-REx D2 cells, calcium flux agonist mode;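 active means activation over 3 SD above normal in the single-dose calcium agonist read, cut at about 30% in these data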; further: 0% is about no effect
#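 Agonism is scored from calcium flux in a force-coupled, inducible HEK293 cell line expressing D2, read kinetically for 180 s after compound addition against dopamine controls.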
# The depositor's hits bear a star; ? = inconclusive; . = no result given.
item	smiles	D1 potentiator	RXFP1 antag	D1 antagonist	D1 ag	D2 antag	RXFP1 ag	D2 PAM	TRHR PAM	D2 ag
1	CN(C)c1ccc(P(=S)(N(C)C)N(C)C)cc1	1	-2	0	6	-12	0.1%	3	10	-0.6
2	Cc1c(N=Cc2c(O)n(Cc3ccccc3)c(=O)[nH]c2=O)c(=O)n(-c2ccccc2)n1C	-2	-18	-4	0	4	3.0%	-1	-1	-2.5
3	Cc1ccccc1-n1c(O)c(/C=N/N2CCOCC2)c(=O)[nH]c1=S	-12	4	-11	2	-9	-1.0%	-21	1	0.0
4	O=C(c1cccn2c(=O)c3ccccc3nc12)N1CCC2(CC1)OCCO2	-2	-9	8	-1	2	7.5%	15	6	-1.4
5	Cc1ccc2c(c1)C1CN(C)CCC1N2C(=O)c1cccs1 (stereo unspecified)	-5	-5	-27	2	2	4.0%	-10	2	0.3
6	COc1cccc(CC(=O)N2CCN(Cc3cccc(Cl)c3)CC2)c1	1	-12	2	2	-7	0.3%	-2	13	0.4
7	O=C(O)CCn1cc(C=C2C(=O)NC(=S)NC2=O)c(-c2cc3ccccc3oc2=O)n1	-2	0	-4	1	3	-1.1%	1	-3	1.4
8	O=C(c1ccc(N2CC3CC(C2)c2cccc(=O)n2C3)c([N+](=O)[O-])c1)N1CCCC1 (stereo unspecified)	-3	-24	-35*	3	2	0.5%	6	6	6.2
9	O=C(c1csc2c1CCCCC2)N1CCC2(CC1)OCCO2	-2	3	1	0	11	-2.7%	10	28	0.3
10	COC(=O)C1=C(c2ccc(Cl)c(C(F)(F)F)c2)C[C@@H]2CC[C@H]1N2C(=O)NC1CCCCC1	-5	.	.	4	-5	-0.8%	2	-3	-0.4
11	Nc1c(C(=O)Nc2ccc(Cl)c(C(F)(F)F)c2)sc2nc3c(cc12)N1CCC3CC1	-2	-23	-2	-1	.	?	-2	2	-0.5
12	ClCCN1CCN(c2ccnc3cc(Cl)ccc23)CC1	-7	-3	21	0	0	-0.1%	10	4	-0.6
13	O=S1(=O)CC2(N3CCOCC3)CCCCCCC21 (stereo unspecified)	-5	4	4	2	-2	1.1%	1	6	0.3
14	Cc1c(OC(=O)N(C)C)ccc2c1O/C(=C\c1ccco1)C2=O	-4	-20	11	4	23	-1.3%	1	-4	0.2
15	CCCCCCn1c(O)c(C=NC2CCCCC2N)c(=O)[nH]c1=O (stereo unspecified)	12	-8	4	0	-7	3.3%	10	-1	1.2
16	Nc1c(C(=O)Nc2ccc(F)c(Cl)c2)sc2nc3c(cc12)N1CCC3CC1	-4	.	0	3	.	20%	0	-4	0.3
17	O[C@H]1[C@H](O)[C@@H](O)CN2CC[C@H](O)[C@H]12	-4	.	22	4	-4	2.4%	3	0	2.1
18	N#CC(C#N)=Cc1ccc(C=C(C#N)C#N)cc1	2	-12	9	2	.	1.5%	.	-1	.
19	O=C1C=Cc2ccccc2C1=O	4	.	51	2	-28	-1.5%	-1	3	0.3
20	CCN(CC)c1ccc(CN(C)CCc2ccc(OC)c(OC)c2)cc1	-3	-10	-5	7	-3	-0.1%	-16	-2	-0.6

# A different layout for part of the listing above:
[4] O=C(c1cccn2c(=O)c3ccccc3nc12)N1CCC2(CC1)OCCO2
  D1 potentiator: -2
  RXFP1 antag: -9
  D1 antagonist: 8
  D1 ag: -1
  D2 antag: 2
  RXFP1 ag: 7.5%
  D2 PAM: 15
  TRHR PAM: 6
  D2 ag: -1.4

[16] Nc1c(C(=O)Nc2ccc(F)c(Cl)c2)sc2nc3c(cc12)N1CCC3CC1
  D1 potentiator: -4
  RXFP1 antag: .
  D1 antagonist: 0
  D1 ag: 3
  D2 antag: .
  RXFP1 ag: 20%
  D2 PAM: 0
  TRHR PAM: -4
  D2 ag: 0.3

[11] Nc1c(C(=O)Nc2ccc(Cl)c(C(F)(F)F)c2)sc2nc3c(cc12)N1CCC3CC1
  D1 potentiator: -2
  RXFP1 antag: -23
  D1 antagonist: -2
  D1 ag: -1
  D2 antag: .
  RXFP1 ag: ?
  D2 PAM: -2
  TRHR PAM: 2
  D2 ag: -0.5

[19] O=C1C=Cc2ccccc2C1=O
  D1 potentiator: 4
  RXFP1 antag: .
  D1 antagonist: 51
  D1 ag: 2
  D2 antag: -28
  RXFP1 ag: -1.5%
  D2 PAM: -1
  TRHR PAM: 3
  D2 ag: 0.3

# Following part
item	smiles	D1 potentiator	RXFP1 antag	D1 antagonist	D1 ag	D2 antag	RXFP1 ag	D2 PAM	TRHR PAM	D2 ag
21	Cc1ccccc1N1C(=O)NC(=O)/C(=C\c2ccc3c(c2)CCCN3Cc2ccccc2)C1=O	-8	?	-8	3	17	2.8%	-4	2	2.4
22	N#Cc1cc([N+](=O)[O-])ccc1NC(=O)c1cccn(Cc2cccc(F)c2)c1=O	1	.	.	3	.	-2.1%	7	1	0.7
23	O=c1c2ccccc2nc(-c2ccc(-c3ccccc3)cc2)n1-c1ccncc1	-3	-2	2	1	-22	1.2%	13	5	-0.1
24	COc1ccc(OC)c(CC(=O)N(C)C2CCCN(Cc3ccccc3F)C2)c1 (stereo unspecified)	-2	-1	4	2	-22	-2.6%	-21	-7	0.1
25	NC(=O)Cn1cc(C(=O)c2ccccc2)c2ccccc21	2	-3	15	5	6	-1.2%	15	-10	-0.1
26	COc1cccc(CNCCc2c[nH]c3ccccc23)c1	-1	4	-1	4	46*	-2.4%	-21	-3	1.8
27	CC1CCCCN1Cc1c[nH]c2ccccc12 (stereo unspecified)	-1	6	3	4	7	-0.4%	-2	0	0.4
28	COCCNCCOc1ccc(C(C)(C)c2ccccc2)cc1	3	-5	9	38*	9	-4.4%	-25	0	0.9
29	Cc1ccccc1N1C(=O)NC(=O)/C(=C\c2cc(Br)c(N3CCOCC3)o2)C1=O	-7	-6	6	16	-8	0.4%	2	-5	6.8
30	Cc1nnc(NC(=O)c2cccn(Cc3ccccc3F)c2=O)s1	-2	.	2	1	.	-0.5%	2	-1	1.7
31	CCOC(=O)C1=C(N)OC2=C(C(=O)CCC2)[C@]12C(=O)N(CC(N)=O)c1ccccc12	5	11	0	4	3	-4.8%	2	0	1.0
32	CC(C)N1CC=C(c2c[nH]c3ccccc23)CC1	8	-11	1	5	.	0.5%	.	-4	.
33	CN1CCCCC1c1ccc(-c2cccnc2)nc1 (stereo unspecified)	-1	2	-23	-1	6	-0.7%	-4	-1	-0.3
34	CCOc1ccc2nc(NC(=O)c3cccn(Cc4ccc(C)cc4)c3=O)sc2c1	4	.	.	-3	.	0.5%	2	-3	4.5
35	ClCCOCOCCCl	-4	.	.	4	5	-0.2%	-8	-4	-0.2
36	CN1CCN(C(=O)COc2ccc(S(=O)(=O)NCc3ccccc3)cc2Cl)CC1	-4	11	-1	4	-9	-2.9%	1	4	1.1
37	O=C(O)c1cccc2c1NC(c1cccc([N+](=O)[O-])c1)C1CC(Sc3ccccc3[N+](=O)[O-])C(Cl)C21 (stereo unspecified)	0	-4	-17	1	1	2.2%	2	-2	-0.8
38	Nc1c2c(nc3ccccc13)CCN(Cc1ccccc1)C2	-5	-3	11	11	.	0.2%	.	22	.
39	O=C1CNC(c2ccccc2Cl)c2cc(Br)ccc2N1 (stereo unspecified)	4	-27	44	3	-8	-0.1%	9	-21	0.4
40	c1cc(CCN2CCCC2)ccn1	-3	21	0	3	-5	-1.2%	4	3	0.9
41	CC(C)Oc1ccc(CC2(CCc3ccncc3)C(=O)NC(=O)NC2=O)cc1	-2	-15	-16	3	15	1.1%	-3	1	0.9
42	COC(=O)C1=C(c2ccc(F)cc2OCc2ccccc2)C[C@@H]2CC[C@H]1N2C(=O)NCC1CC1	-7	.	6	0	-7	0.4%	3	-9	0.8
43	COC(=O)C1=C(c2ccc(C(C)=O)cc2)C[C@@H]2CC[C@H]1N2C(=O)NCc1ccc2c(c1)OCO2	-4	.	-26	2	12	-0.1%	3	0	0.7
44	O=C(Nc1ccc(Cl)cc1)N1CC2CC(C1)c1cccc(=O)n1C2 (stereo unspecified)	-4	0	2	9	-12	0.3%	7	10	1.0
45	Cn1nnc(CC[N+](C)(C)C)n1	-5	11	10	6	-23	-0.5%	12	-1	0.9
46	COc1ccc(OCC(=O)N2CCN(CCc3ccncc3)CC2)cc1	0	6	-1	-1	.	1.0%	-22	2	1.8
47	Cc1c(Cl)cccc1NC(=O)CN1C(=O)C(C)N=C(c2ccccc2)c2ccccc21 (stereo unspecified)	7	4	-7	6	.	3.0%	18	2	0.5
48	O=[N+]([O-])c1ccc(N2CCCC2)c(F)c1Br	-1	-8	-5	15	5	2.9%	5	8	-0.1
49	Cc1nc2c(c(=O)[nH]1)C(c1ccccc1Cl)c1c(c3ccccc3oc1=O)O2 (stereo unspecified)	0	5	4	1	-12	1.5%	5	-2	-0.9
50	COC(=O)C(O)(c1ccc(NC(=O)c2ccccc2)cc1)C(F)(F)F (stereo unspecified)	-9	-3	-10	3	9	2.7%	-3	1	-1.2
51	CN1CCN(c2ccc(NC(=O)C(C)(C)C)cc2)CC1	-1	-3	26	0	5	0.5%	11	4	-0.6
52	Cc1ccc(-n2c(O)c(/C=N/Nc3ccccc3)c(=O)[nH]c2=O)cc1C	2	-70*	-11	2	8	0.0%	1	0	0.4
53	COc1cccc(N2CCN(Cc3cccc(Cl)c3)CC2)c1	7	1	-3	1	6	2.3%	-26	0	-3.0
54	NCC(CC(=O)O)C1CCCCC1 (stereo unspecified)	0	2	2	4	7	-0.4%	-2	8	-0.5
55	O=C1CC(N2CCC(n3c(=O)[nH]c4ccccc43)CC2)C(=O)N1c1ccc(F)cc1 (stereo unspecified)	-7	3	-3	2	4	-0.2%	12	-6	0.0
56	COC(=O)c1c(N)n(Cc2ccc(OC)cc2)c2nc3ccccc3nc12	-2	-4	-4	3	25	0.1%	-1	-1	11
57	COc1ccc(CCNCc2cccn2C)cc1	3	-4	-5	5	-7	0.4%	-3	2	-0.4
58	CCN(CC)C(=O)c1ccc(N(Cc2ccccc2)S(C)(=O)=O)cc1	6	-1	13	4	-1	-2.2%	-9	-1	-0.3
59	CN(C)CC1CSCCC1(O)c1ccccc1Cl (stereo unspecified)	0	3	7	1	-6	0.7%	-5	5	0.6
60	COc1ccc(CCn2c(O)c(/C=N/NC(=O)c3ccncc3)c(=O)[nH]c2=O)cc1OC	1	30	4	0	6	-1.2%	-3	-4	-1.9
61	CCOP(=O)(OCC)c1cc(CC)ccc1O	-4	-6	30	1	-25	0.0%	0	23	0.2

# An excerpt; the hit share may differ from the screen's.
